# TRPC4 inh = blocks the mouse TRPC4 cation channel; B-score at 10 µM; HEK293 TRPC4beta/mu-opioid, DAMGO-evoked Fluo4 calcium flux; active compounds read low; 300,000 tested, 0.39% active; Q9QUQ5;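 active = B-score over 3 SD under the library average, no early fluorescence shift, positive overall ratio signal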
#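 Assay system: TRPC4beta/mu-opioid receptor HEK293 cell line; compound dosing: single concentration per test compound; detection: Fluo4 Ca2+ flux fluorescence; evaluation: per-well B score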
# TRPC6 activator = mouse TRPC6 channel activation; Q61143; HEK293-TRPC6 membrane potential dye fluorescence; active compounds read high; B-score at 10 µM; 310,000 tested, 0.13% active; AID 2550;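 active = B-score of the integrated fluorescence ratio above library mean plus 3 SD, and starting fluorescence ratio within library mean plus 5 SD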;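 also: higher score means more depolarization so channel activation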
# Target sequence (Q61143 whole entry, looked up): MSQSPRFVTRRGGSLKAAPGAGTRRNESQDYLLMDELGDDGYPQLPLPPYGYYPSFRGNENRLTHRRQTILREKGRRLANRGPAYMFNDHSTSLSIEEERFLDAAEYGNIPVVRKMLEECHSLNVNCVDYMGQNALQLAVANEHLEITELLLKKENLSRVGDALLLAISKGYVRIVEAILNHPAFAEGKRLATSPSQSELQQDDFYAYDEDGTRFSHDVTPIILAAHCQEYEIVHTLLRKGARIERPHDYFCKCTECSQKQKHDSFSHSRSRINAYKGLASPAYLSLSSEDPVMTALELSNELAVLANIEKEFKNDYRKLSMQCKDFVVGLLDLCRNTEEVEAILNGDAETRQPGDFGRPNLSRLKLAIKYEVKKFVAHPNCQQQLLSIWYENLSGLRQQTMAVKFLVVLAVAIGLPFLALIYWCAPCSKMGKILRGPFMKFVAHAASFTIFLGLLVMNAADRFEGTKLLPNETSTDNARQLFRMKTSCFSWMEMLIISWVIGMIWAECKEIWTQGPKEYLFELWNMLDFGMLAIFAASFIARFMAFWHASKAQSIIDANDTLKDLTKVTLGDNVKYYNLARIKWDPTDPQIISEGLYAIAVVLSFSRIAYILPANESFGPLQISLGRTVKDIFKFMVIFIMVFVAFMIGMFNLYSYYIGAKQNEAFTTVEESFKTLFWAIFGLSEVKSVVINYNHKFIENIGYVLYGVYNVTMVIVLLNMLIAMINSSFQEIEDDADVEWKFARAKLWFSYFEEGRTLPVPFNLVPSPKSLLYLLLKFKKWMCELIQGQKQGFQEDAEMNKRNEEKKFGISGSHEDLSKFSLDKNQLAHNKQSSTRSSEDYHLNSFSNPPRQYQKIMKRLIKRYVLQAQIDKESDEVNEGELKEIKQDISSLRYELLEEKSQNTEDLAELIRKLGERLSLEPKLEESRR
# ANO1 activ = activates or potentiates the mouse TMEM16A chloride channel | B-score at 10 µM | 340,000 tested, 0.3% active | HEK293 TMEM16A/YFP-H148Q/I152L, iodide quench fluorescence; active compounds read low | Q8BHY3;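 active = fluorescence-ratio B-score plate-corrected deviation score at least 3 library SD below zero, with starting fluorescence score within 5 deviations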;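 also: channel opened by trigger with iodide after compound preincubation; score built on the fluorescence ratio of max minus min over baseline; more negative score means more quench and so TMEM16A activation or potentiation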
# TRPC6 inhibitor = mouse TRPC6 channel inhibition | 310,000 tested, 1.1% active | Q61143 | B-score at 10 µM | HEK293-TRPC6, membrane potential dye, ACh-evoked depolarization; active compounds read low | AID 2553;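 active = B-score under library mean minus 3 SD, initial fluorescence not abnormally high, positive integrated signal ratio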;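 also: B-score derived from integrated fluorescence ratio over the kinetic read; more negative B-score means stronger inhibition of depolarization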
# ANO1 block = blocks the mouse calcium-activated chloride channel TMEM16A; HEK293 TMEM16A/YFP iodide influx fluorescence, ionomycin; normalized B-score (activity score, 25-100; higher = stronger inhibition) at 10 µM; 310,000 tested, 1.2% active; AID 588511;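 active = ratio plate-corrected score three or more library SD toward inhibition, starting fluorescence score within five deviations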;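 also: score derived from kinetic fluorescence span divided by baseline fluorescence per well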
# TRPC4 potent = TRPC4 (mouse) allosteric potentiation | AID 2227 | HEK293 TRPC4beta/mu-opioid, DAMGO EC20, Fluo-4 Ca2+ flux; active compounds read high | 310,000 tested, 0.42% active | Q9QUQ5 | B-score at 10 µM;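 active = B-score of calcium response area above 5 SD of library B-scores, with initial fluorescence ratio within 5 SD of library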;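 also: B-score of integrated fluorescence ratio over time as area under calcium response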
# MrgX1 ag = agonists of human MrgX1 receptor. MrgX1-HEK293 cells, Fluo-4 calcium fluorescence, agonist mode; active compounds read high. B-score at 10 µM. 310,000 tested, 0.44% active. AID 588627;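 active = calcium response B-score plate-corrected fluorescence ratio at least 3 library SD, with starting fluorescence B-score inside 5 SD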
#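 Test system: Stable human MrgX1 HEK293 cell line | Schedule: Overnight plating before 1 h dye loading | Read-out basis: Baseline-normalised fluorescence change ratio, B-scored | Detection: Kinetic calcium dye fluorescence, Fluo-4 NW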
# MrgX1 antagonist = blocks BAM8-22 activation of human MrgX1 receptor | 310,000 tested, 1.3% active | Q96LB2 | MRGX1-HEK293 calcium flux, Fluo-4, BAM8-22 antagonism; active compounds read low | B-score at 10 µM;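 active = calcium-response B-score plate-corrected more than 3 library SD below zero, starting fluorescence within 5 deviations, no agonist response on first addition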;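 also: peak minus trough fluorescence over baseline after final BAM8-22 challenge near maximal dose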
# TRPC4 act = opens the mouse TRPC4 cation channel; HEK293 TRPC4beta/mu-opioid, Fluo4 calcium fluorescence; active compounds read high; B-score at 10 µM; 310,000 tested, 0.49% active; AID 2237;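 active = B-score above 5 SD of library B-scores, and initial fluorescence ratio not above library mean plus 5 SD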;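 also: positive B-score marks a calcium rise read as TRPC4 activation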
#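 Material: HEK293 stable line with TRPC4beta plus mu-opioid receptor; technique: Fluo4 calcium-sensitive dye fluorescence, kinetic, 1 Hz baseline; timing: Fluo4 dye loading 45 min at room temperature, 110 s recording; controls: assay buffer as low control, maximal DAMGO as high control; read-out: integrated baseline-normalised fluorescence ratio, converted to per-well B score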
# SKKanGAS inh = SKKanGAS growth inhibition | S. pyogenes SKKanGAS, kanamycin growth, BacTiter-Glo, 6 h | inhibition, % at 7.5 µM | 300,000 tested, 1.3% active;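 active = mean replicate score, as percent of positive control median, at least 50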;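 also: strain carries kanamycin resistance gene driven by streptokinase promoter and grows in 40 µg/ml kanamycin; loss of luminescence reflects streptokinase promoter inhibition or plain growth inhibition; 0% = median of DMSO wells and 100% = positive control at its reference dose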
# MrgX1 PAM = allosterically activates human MrgX1 receptor signaling. MrgX1-HEK293, Fluo-4 calcium flux, FDSS; active compounds read high. 310,000 tested, 0.63% active. B-score at 10 µM. AID 588675. Q96LB2;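 active = plate-corrected calcium response at least 3 library SD above typical, normal starting fluorescence, not activating the receptor alone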;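 also: compound read alongside a low EC10 to EC30 dose of BAM8-22 agonist; peak minus trough fluorescence over baseline measured at the second addition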
# Starred values were filed as active, the others as inactive; i = inactive; . = no result given. The order is random; 6.7% or so of the library scored in one or more.
SMILES,TRPC4 inh,TRPC6 activator,ANO1 activ,TRPC6 inhibitor,ANO1 block,TRPC4 potent,MrgX1 ag,MrgX1 antagonist,TRPC4 act,SKKanGAS inh,MrgX1 PAM
CNC(=O)c1nc[nH]c1C(=O)NC,i,i,i,i,i,i,i,i,i,8,i
CCC(=O)N(CCN1CCOCC1)Cc1cc2cc3c(cc2nc1Cl)OCO3,i,i,i,i,i,i,i,i,i,2,i
CCn1c(COc2cccc(C)c2C)nnc1SCC(=O)N1CCN(c2ccc(OC)cc2)CC1,i,i,i,i,i,i,i,i,i,13,i
Cc1ccc(-c2nnn(CC(=O)NCc3ccccc3)n2)c(-n2cnnn2)c1,i,i,i,i,i,i,i,i,i,-4,i
Cc1ccc(OCC(=O)N/N=C/C=C/c2ccco2)cc1,i,i,i,i,i,i,i,i,i,11,i
O=C(CN1C(=O)CCC1=O)NCC12CC3CC(CC(C3)C1)C2,i,i,i,i,i,i,i,i,i,0,i
CCc1ccc(C2=NN(S(C)(=O)=O)C(c3cccs3)C2)cc1 (centres undefined),i,i,i,i,i,i,i,i,i,4,i
COC(=O)c1cccc(-n2c(C)cc(C=O)c2C)c1C,i,i,i,i,i,i,i,i,i,27,i
CCOc1ccc(C(=O)N2CCN(c3ccccc3)CC2)cc1OCC,i,i,i,i,i,i,i,i,i,-4,i
COc1ccc(CN2CCCC(N3CCN(c4ccc(OC)cc4)CC3)C2)cc1 (centres undefined),i,i,i,i,i,i,i,i,i,-1,i
COc1ccc(N(CC(=O)Nc2cccc(C)c2C)S(=O)(=O)c2c(C)[nH]c(=O)[nH]c2=O)cc1,i,i,i,i,i,i,i,i,i,-9,i
CCOc1ccc(NC(=O)CSc2nc(=O)n(CCCN3CCOCC3)c3c2CCC3)cc1,i,i,i,i,i,i,i,i,i,-3,i
Cn1c(CSc2nc3ccccc3n2C)nc2ccccc21,i,i,i,i,i,i,i,i,i,-6,i
Nc1ccccc1Sc1c[nH]c2ccccc12,i,i,i,i,i,i,i,i,i,-8,i
Cc1c(Cl)cccc1NC(=O)CNc1cccc(S(=O)(=O)N(C)C)c1,i,i,i,i,i,i,i,i,i,-7,i
COc1cccc(C2Nc3ccccc3NC3=C2C(=O)CC(C)(C)C3)c1 (centres undefined),i,i,i,i,i,i,i,i,i,0,i
O=C(c1ccc(F)cc1)C1CCN(S(=O)(=O)c2ccccc2)CC1,i,i,i,i,i,i,i,i,i,-2,i
Cc1cccc(NC(=O)c2ccc3c(c2)OCCO3)n1,i,i,i,i,i,i,i,i,i,-4,i
ONc1cccnc1-n1nc(C(F)(F)F)cc1C(F)(F)F,i,i,.,i,i,i,i,i,i,16,i
COc1ccc(C2CC(c3cc(Br)ccc3F)n3nnnc3N2)cc1 (centres undefined),i,i,i,i,i,i,i,i,i,4,i
S=c1[nH]nc(COc2cccc(Cl)c2)n1Cc1ccccc1,i,i,i,i,i,i,i,i,i,-7,i
O=C(C1=NN[C@@H]2C(=O)N(c3cccc(F)c3)C(=O)[C@H]12)c1ccc2ccccc2n1,i,i,i,i,i,i,i,i,i,2,i
O=C(Nc1ccccc1-c1ccccc1)NC1CC2CCCC(C1)N2Cc1ccc(F)cc1 (centres undefined),i,i,i,-8*,i,i,i,i,i,7,i
Cc1cc[n+]2n1CC(O)C2 (centres undefined),i,i,i,i,i,i,i,i,i,1,i
c1ccc(-c2ncc(CSc3nncn3-c3ccccc3)s2)cc1,i,i,i,i,i,i,i,i,i,3,i

# Single entries from above:
# Under SKKanGAS inh, `Cc1ccc(-c2nnn(CC(=O)NCc3ccccc3)n2)c(-n2cnnn2)c1` has -4
# Under SKKanGAS inh, `S=c1[nH]nc(COc2cccc(Cl)c2)n1Cc1ccccc1` has -7

# Continuation.
SMILES,TRPC4 inh,TRPC6 activator,ANO1 activ,TRPC6 inhibitor,ANO1 block,TRPC4 potent,MrgX1 ag,MrgX1 antagonist,TRPC4 act,SKKanGAS inh,MrgX1 PAM
Cc1cc(C)c(NC(=O)CN2C(=O)NC3(CCCc4ccccc43)C2=O)c(Cl)c1 (centres undefined),i,i,i,i,i,i,i,i,i,-2,i
CSc1nn2c(C(F)(F)F)cc(C(F)(F)F)nc2c1C(=O)O,i,i,i,i,i,i,i,i,i,-4,i
Cc1cc(-c2nnc3n2N=C(c2ccc(-c4ccccc4)cc2)CS3)n[nH]1,i,i,i,i,i,i,i,i,i,47,i
Cc1ccc(-c2nnn(CC(=O)N(CCCO)C(C(=O)NC3CCCC3)c3ccc(Cl)cc3)n2)o1 (centres undefined),i,i,i,i,i,i,i,i,i,3,i
Nc1ncnc2nc(SCC(=O)Nc3ccccc3F)[nH]c12,i,i,i,i,i,i,i,i,i,-5,i
O=S(=O)(NCc1ccccc1)NCc1ccccc1,i,i,i,i,i,i,i,i,i,4,i
COc1cccc(-n2c(SCC(=O)NC3CCCCC3)nc3n[nH]c(C)c3c2=N)c1,i,i,i,i,i,i,i,i,i,17,i
COC(=O)Cc1ccc(NC(=O)c2ccc(NC(=O)c3ccco3)cc2)cc1,i,i,i,i,i,i,i,i,i,-3,i
O=S1(=O)C=CC(Nc2cccc(Cl)c2)C1 (centres undefined),i,i,i,i,i,i,i,i,i,-2,i
CCn1c(COc2ccccc2C)nnc1SCC(=O)Nc1cc(C)on1,i,i,i,i,i,i,i,i,i,-7,i
CC1CCCC(C)N1C(=O)CSc1nnnn1C1CCCC1 (centres undefined),i,i,i,i,.,i,.,.,i,5,.
CCc1nnc(NC(=O)CSc2ccc(-c3ccc(F)cc3)nn2)s1,i,i,.,i,i,i,i,i,i,-13,i
O=S(=O)(Cc1ccccc1)c1cnc2ccccc2n1,i,i,i,i,i,i,i,i,i,2,i
Cc1ccc(C)c(Nc2ncnc(N)c2[N+](=O)[O-])c1,i,i,i,i,i,i,i,i,i,5,i
COC(=O)C(C)Sc1nnc(Cc2cc(=O)[nH]c(=O)[nH]2)n1-c1ccc(OC)cc1 (centres undefined),.,.,i,.,i,.,i,i,.,.,i
CSc1ccc(-c2nc(CSCC(=O)NCCCN3CCOCC3)c(C)o2)cc1,i,i,i,i,i,i,i,i,i,5,i
CC1(C)CN(c2cccc(-c3ccnc4ncnn34)c2)C1=O,i,i,i,i,i,i,i,i,i,2,i
NC(=O)c1ccc(NC(=O)COC(=O)C2(c3cccc(F)c3)CCCC2)cc1,i,i,i,i,i,i,i,i,i,-1,i
O=C(CCCn1c(=O)[nH]c2cc(Cl)ccc2c1=O)NCCCN1CCN(c2ccc(F)cc2)CC1,i,i,i,i,i,i,i,i,i,1,i
Cc1c(Br)c(O)c(Br)c2sc(=O)oc12,.,.,i,.,i,.,33*,i,.,.,i
CC(=O)c1c(N2CCCCC2)nc(=O)n(-c2ccccc2)c1C,i,i,i,i,i,i,i,i,i,3,i
CC(=O)N/C(=C/c1ccccc1)C(=O)NCCO,i,i,i,i,i,i,i,i,i,0,i
C/C(N)=C(/C#N)C(=O)CSc1nc2ccccc2c(=O)n1-c1ccccc1C,i,i,i,i,i,i,i,i,i,-7,i
CC(C)C(=O)OC/C(O)=C(\C#N)c1nc2ccccc2[nH]1,i,i,i,i,i,i,i,i,i,2,i
CCC(=O)Nc1nnc(S(=O)(=O)N(C)c2ccccc2)s1,i,i,i,i,i,i,i,i,i,-5,i
# New compounds follow.
SMILES,TRPC4 inh,TRPC6 activator,ANO1 activ,TRPC6 inhibitor,ANO1 block,TRPC4 potent,MrgX1 ag,MrgX1 antagonist,TRPC4 act,SKKanGAS inh,MrgX1 PAM
O=C(Nc1ccc(S(=O)(=O)NC2=NCCCCC2)cc1)c1cc(S(=O)(=O)N2CCOCC2)ccc1F,i,i,i,i,i,i,i,i,i,-6,i
COc1ccc(-c2c(C(F)(F)F)nn(C)c2NC(=O)c2ccco2)cc1,i,i,i,i,i,i,i,i,i,-8,i
COC(=O)c1ccccc1S(=O)(=O)N(Cc1ccco1)Cc1cc2cc(OC)ccc2[nH]c1=O,i,i,i,i,i,i,i,i,i,5,i
Cc1cc(=O)oc2cc(OCC#N)ccc12,i,i,i,i,i,i,i,i,i,-3,i
O=P(Cc1ccccc1O)(c1ccccc1)c1ccccc1,i,i,i,i,i,i,i,i,i,-13,i
CC1=C(C(=O)N2CCOCC2)C(c2ccc(O)cc2)NC(=S)N1 (centres undefined),i,i,i,i,i,i,i,i,i,-4,i
Clc1ccc(-c2nc3cc(CN4CCCCC4)ccc3o2)cc1,i,i,i,i,i,i,i,i,i,2,i
COc1ccc(C(=O)N/C=C/n2cnc3cc(C(F)(F)F)ccc32)cc1,i,i,i,i,i,i,i,i,i,-1,i
CCCCn1c(N)c(N(CC(C)C)C(=O)c2cccc(S(=O)(=O)N3CCCCCC3)c2)c(=O)[nH]c1=O,i,i,i,i,i,i,i,i,i,-5,i
COn1c(SCc2cccc(Cl)c2)nc2ccccc2c1=O,i,i,i,i,i,i,i,i,i,0,i
[O-]/[N+](=C\c1cccc(Br)c1)c1ccccc1,i,i,i,i,i,i,i,i,i,6,i
S=C(N/N=C/c1ccccc1Cl)Nc1cccc(Cl)c1Cl,i,i,i,i,i,i,i,i,i,-7,i
Cc1cnc(C(=O)OCC(=O)Nc2cc(Cl)cc(Cl)c2)cn1,i,i,i,i,i,i,i,i,i,-1,i
O=C(CN1CCOCC1)OCCCc1ccccc1,i,i,i,i,i,i,i,i,i,-1,i
COc1cccc(C2CC(c3cccc(C)c3)n3ncnc3N2)c1 (centres undefined),i,i,i,i,i,i,i,i,i,1,i
Cc1ccc2c(CC(=O)N(C)c3c(N)n(Cc4ccccc4)c(=O)[nH]c3=O)coc2c1,i,i,i,i,i,i,i,i,i,-1,i
Cc1nn(C(C)C(=O)NCCCN2CCCCC2C)c(=O)c2c1sc1ccccc12 (centres undefined),i,i,i,i,i,i,i,i,i,7,i
COc1ccc(COC(=O)C2=C(C)NC(=O)NC2c2ccccc2OC(C)C)cc1 (centres undefined),i,i,i,i,i,i,i,i,i,-2,i

# Bioassay records as filed in PubChem.
